From PubChem BioAssay
HEK293 tox: qHTS of GLP-1 Receptor Inverse Agonists: Cytotox Screen; HEK293 cAMP-luciferase reporter cells, luminescence, 24 h; Potency, µM (doses to about 38.3 µM), without a hit: at the highest dose activity change, negative = inhibition, hits mostly inhibitors; actives 0.13% (n = 410,000); AID 624418, 2012;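 further: loss of luciferase light is scored as toxicity; potency means the concentration at half of the fitted maximal effect; on the % scale 0 is the no-effect control and ±100 the full control effect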
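Luminescence readout: signal drop marks cytotoxicity. Plated cells grew 12 h at 37 °C, 5% CO2, received 23 nL compound for 24 h, then got luciferase reagent, read after 12 min at RT.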
EPAC1 antag: qHTS for Antagonist of cAMP-regulated guanine nucleotide exchange factor 3 (EPAC1): primary screen | Rap guanine nucleotide exchange factor 3 (Homo sapiens), O95398 | EPAC1 GEF assay, Rap1b-BODIPY-GDP exchange fluorescence | Potency, µM (doses to about 115 µM), for inactives: at the highest dose activity change, negative = inhibition, most hits filed as inhibitors | actives 0.14% (n = 360,000);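 further: potency means the concentration at half of the fitted maximal effect; plate controls were vehicle for no effect and positive control for full effect; nearly all actives have a fitted effect of over 50% in size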
GLP-1R agonist: qHTS of GLP-1 Receptor Agonists; Glucagon-like peptide 1 receptor (Homo sapiens), P43220; HEK293 GLP-1R CRE-luciferase, luminescence, 4-6 h; cells express a hypersensitive GLP-1R form; Potency, µM (top dose mostly 45.6 µM), for the others: at the highest dose activation, most hits filed as activators; actives 0.007% (n = 380,000); AID 624172, 2012; further: potency means the concentration at half of the fitted maximal effect; % of control where 0% means no effect
Target sequence (P43220 whole entry, looked up): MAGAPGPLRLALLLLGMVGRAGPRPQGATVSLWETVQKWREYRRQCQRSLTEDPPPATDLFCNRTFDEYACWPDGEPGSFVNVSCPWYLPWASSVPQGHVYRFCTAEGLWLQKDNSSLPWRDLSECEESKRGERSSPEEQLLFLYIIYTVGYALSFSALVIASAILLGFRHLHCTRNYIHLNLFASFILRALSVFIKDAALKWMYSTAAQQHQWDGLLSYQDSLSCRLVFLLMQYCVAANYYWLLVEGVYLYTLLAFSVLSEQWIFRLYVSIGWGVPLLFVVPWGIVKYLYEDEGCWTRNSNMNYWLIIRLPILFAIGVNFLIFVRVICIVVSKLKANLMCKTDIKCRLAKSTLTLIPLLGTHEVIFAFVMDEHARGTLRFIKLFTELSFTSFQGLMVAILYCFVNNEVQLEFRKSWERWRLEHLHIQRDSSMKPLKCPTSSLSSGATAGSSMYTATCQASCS
EPAC1 ag: qHTS for Agonist of cAMP-regulated guanine nucleotide exchange factor 3 (EPAC1): primary screen; EPAC1 agonist qHTS, biochemical assay; response scale: 100% = response to 6.5 mM cAMP; actives 0.073% (n = 360,000); Rap guanine nucleotide exchange factor 3 (Homo sapiens), O95398; Potency, µM (highest dose often 154 µM), for the others: top-dose activation, usual class: activators; AID 720707, 2013; further: potency means the concentration at half of the fitted maximal effect; nearly all actives have a fitted effect of over 60% in size
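Normalized to 6.5 mM cAMP, activity reflects EPAC1-catalysed release of BODIPY-GDP from Rap1B, followed kinetically over 30 min at 480 nm excitation, 540 nm emission. Reaction contained 100 nM EPAC1, 250 nM Rap1B-BODIPY-GDP, 50 uM GDP.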
PI5P4K alpha inh: qHTS for Inhibitors of phosphatidylinositol 5-phosphate 4-kinase (PI5P4K); actives 1.2% (n = 330,000); max response, %; PI5P4Kalpha enzyme, ADP-Glo luminescence, 60 min; hits give low values; AID 652105, 2013; Phosphatidylinositol 5-phosphate 4-kinase type-2 alpha (Homo sapiens), P48426; active means max response of -50% or lower; inconclusive means between -30% and -50%; inactive means -30% or higher; further: value at the top dose of about 77 µM; on the % scale 0 is the no-effect control and ±100 the full control effect
Target sequence (P48426 whole entry, looked up): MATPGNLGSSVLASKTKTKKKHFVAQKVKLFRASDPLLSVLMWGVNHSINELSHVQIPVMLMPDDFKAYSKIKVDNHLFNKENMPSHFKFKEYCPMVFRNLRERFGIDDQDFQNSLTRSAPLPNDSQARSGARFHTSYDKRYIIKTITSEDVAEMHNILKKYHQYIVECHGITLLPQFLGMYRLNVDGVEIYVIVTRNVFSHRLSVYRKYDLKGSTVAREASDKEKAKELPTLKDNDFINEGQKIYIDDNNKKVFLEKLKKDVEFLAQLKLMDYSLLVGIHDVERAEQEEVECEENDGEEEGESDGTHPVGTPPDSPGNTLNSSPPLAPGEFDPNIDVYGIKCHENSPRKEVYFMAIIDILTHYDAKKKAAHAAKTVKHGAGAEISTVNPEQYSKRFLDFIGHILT
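Controls without substrate or without enzyme flank wells where PI5P4Kalpha converts substrate using 5 microM ATP (final). Incubation lasts 60 minutes at room temperature; ADP formed is read by ADP-Glo luminescence.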
GLP1R inv ag: qHTS of GLP-1 Receptor Inverse Agonists (Inhibition Mode); Potency, µM (top dose mostly 38.3 µM), inactives show at the top dose activity change, negative = inhibition, usual class: inhibitors; actives 1.6% (n = 410,000); Glucagon-like peptide 1 receptor (Homo sapiens), P43220; HEK293 GLP-1R CRE-luciferase, luminescence, 24 h; GLP-1R form is constitutively active; further: potency means the concentration at half of the fitted maximal effect; on the % scale 0 is the no-effect control and ±100 the full control effect; nearly all actives have a fitted effect of over 55% in size
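Using stably transfected HEK293 (constitutively active GLP-1R, cAMP-luciferase reporter), compounds were incubated 24 hr and luciferase measured by luminescence.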
PTHR1 ag: qHTS for PTHR1 Agonists: Primary Screen; HEK293 GP2 PTHR1 cells, GloSensor cAMP luminescence, 1 h; Parathyroid hormone/parathyroid hormone-related peptide receptor (Homo sapiens), Q03431; Potency, µM (titrated, usually from 115 µM), without a hit: top-dose activation, most hits filed as activators; actives 0.075% (n = 410,000); further: potency means the concentration at half of the fitted maximal effect; nearly all actives have a fitted effect of over 55% in size; some results filed as inactive show a strong effect at the top dose; inactives centre near -15; many of its hits are not listed in these tables
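HEK-293-derived GP2 cells expressing PTHR1 and a GloSensor cAMP reporter, 3,000/well, plated overnight, given luciferin plus IBMX (each 0.5 mM as added) for 1 h at 37 °C, then compound for 1 h at 37 °C. Luminescence was read after 15 min at room temperature.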
PLK1 PBD inh: qHTS for Inhibitors of PLK1-PDB (polo-like kinase 1 - polo-box domain): Primary Screen; AID 720504, 2013; actives 2.8% (n = 360,000); Potency, µM, for inactives: max response, negative = inhibition, usual class: inhibitors; Serine/threonine-protein kinase PLK1 (Homo sapiens), P53350; Plk1 PBD binding of FITC phosphopeptide, fluorescence polarization; further: potency means the concentration at half of the fitted maximal effect; series mostly up to about 57 µM; on the % scale 0 is the no-effect control and ±100 the full control effect; nearly all actives have a fitted effect of over 65% in size
IL-2 act: qHTS of IL-2 Activators; IL-2 activation reporter assay, cell-based qHTS; stimulated with anti-CD3/CD4/CD28 beads; in transgenic mouse T cells; activation, % (series mostly up to about 46 µM); actives 0.065% (n = 360,000); in the data active means activation above about 50%; inconclusive means mostly about 30% to 49%; further: 0% is about no effect
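Unstimulated transgenic mouse T cells, 750 per well, received compound and, after 60 minutes, anti-CD3/anti-CD4 bead plus anti-CD28 stimulation. EGFP and DsRed were quantified after 18 hours.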
The depositor's hits bear a star; i = inactive; u = inconclusive; x = no result given; & = joins results of further samples; [ ] = another dose, or the depositor's remark. Unless noted, the call rests on the fitted dose curve; in most records, active means well fitted curve in the direction sought with a large enough effect; inconclusive means small, poorly fitted or top-dose-only effect, or another doubt; inactive means no such curve, though single readings can be large; an effect the other way counts as inactive or inconclusive.

canonical_smiles,HEK293 tox,EPAC1 antag,GLP-1R agonist,EPAC1 ag,PI5P4K alpha inh,GLP1R inv ag,PTHR1 ag,PLK1 PBD inh,IL-2 act
C#CCOc1ccc(Cl)cc1/C=C1/C(=O)ON=C1C,-27%,9%,23%,-4%,-1,-14%,-10%,u,1.1
Cc1ccsc1C(=O)N(c1nc2ccccc2s1)c1c(C)cccc1C,0%,-16%,-7%,4%,13,7.9µM*,i,-5%,10
CCN(C(=O)CSc1nc2ccccc2c(=O)n1-c1cccc(C)c1)C1CCS(=O)(=O)C1 (stereo not drawn),-2%,14%,14%,-7%,u,31%[activator],i,27µM*,0.8
O=C(N/N=C/c1ccco1)c1ccc(N2CCCC2=O)cc1,-5%,4%,-2%,1%,3,8%,i,-11%,-0.2
COC(=O)CSc1nc(N)c(C#N)c(-c2ccc(O)cc2)c1C#N,-11%,-22%,30%,7%,-20,25%,-1%,-10%,-2.4
Cn1cnc(S(=O)(=O)NCc2ccc(Br)cc2)c1,0%,-11%,1%,-7%,0,1%,i,-10%,1.2
CCCCCn1nc(C(=O)OCc2nc(N)nc(Nc3ccccc3)n2)c2ccccc2c1=O,0%,-3%,u,0%,8,u,-4%,0%,-0.6
CCOC(=O)C1CCCN(S(=O)(=O)c2cccs2)C1 (stereo not drawn),17%,15%,-2%,4%,x,13%,i,-13%,-0.5
Cc1ccc(S(=O)(=O)Nc2cccc(C(=O)NCC(C)(C)N3CCOCC3)c2)cc1F,7%,3%,-20%,-2%,2,-4%,-8%,0%,-1.0
O=C(OCc1ccccc1)N1CCOCCOCCN(C(=O)OCc2ccccc2)CCOCCOCC1,1%,-8%,6%,5%,x,0%,-17%[57.5 µM],-7%,-1.2
Cc1ccc(-c2nc(CS(=O)(=O)CC(=O)NCCN3CCCC3)c(C)o2)cc1,-6%,-8%,-1%,2%,-1,u,i,-7%,-2.1
Cc1ccc2cc(CN(C(=O)c3ccncc3)C(C)C)c(=O)[nH]c2c1,15%,-3%,-4%,2%,-25,0%,-8%[57.5 µM],-9%,0.0
c1ccc(-n2ncc3c(NCC4CCCO4)ncnc32)cc1 (stereo not drawn),-13%,5%,4%,7%,-1,8%,-10%,-6%,-1.6
O=C(COC(=O)/C=C/c1cccc(C(F)(F)F)c1)NC1CCS(=O)(=O)C1 (stereo not drawn),-1%,16%,1%,-10%,-1,12%,-8%,-4%,0.9
COC(=O)C1=C(C(=O)OC)[C@@H]2N(C)c3ccccc3[C@@]23C[C@@H](C(=O)OC)N=C3N1,0%,4%,-2%,-20%,-7,8%,i,4%,0.0

Compound profiles, from the list above. Screens in order: HEK293 tox	EPAC1 antag	GLP-1R agonist	EPAC1 ag	PI5P4K alpha inh	GLP1R inv ag	PTHR1 ag	PLK1 PBD inh	IL-2 act
`Cc1ccc2cc(CN(C(=O)c3ccncc3)C(C)C)c(=O)[nH]c2c1` across the screens: 15%	-3%	-4%	2%	-25	0%	-8%[57.5 µM]	-9%	0.0
`COC(=O)CSc1nc(N)c(C#N)c(-c2ccc(O)cc2)c1C#N` across the screens: -11%	-22%	30%	7%	-20	25%	-1%	-10%	-2.4

(more compounds)
canonical_smiles,HEK293 tox,EPAC1 antag,GLP-1R agonist,EPAC1 ag,PI5P4K alpha inh,GLP1R inv ag,PTHR1 ag,PLK1 PBD inh,IL-2 act
Cc1ccc(CNC(=O)c2ccc(N(C)C)cc2)cc1,1%,-12%,-1%,-12%,2,-17%,-12%,-3%,0.2
O=C(C1=C[C@H](c2csc3ccccc23)C[C@H](OCCCCO)O1)N1CCN(Cc2ccccc2)CC1,-7%,-17%,7%,-9%,0,u,-71%[inhibitor],9%,0.5
CC1(C)CC(N2CCC(=O)N(C3CC(C)(C)NC(C)(C)C3)C2)CC(C)(C)N1,-10%,10%,-1%,7%,5,7%,-12%[57.5 µM],0%,-0.2
Cc1cc2c(cc1C)N[C@]1(C[C@H]3CCCC(=O)N4CC[C@@H](C1)[C@@H]34)C(=NC(C)(C)CC(C)(C)C)N2,-10%,-20%,0%,-39%[inhibitor],-2,u,-32%[inhibitor],10%,-0.6
CC(C)NC(=O)c1c(CSc2ccc(Cl)cc2)noc1C(=O)NCc1ccccc1,-13%,-21%,5%,5%,14,u,-20%,1%,0.1
CN(CC(=O)Nc1ccc(F)cc1)C(=O)CSc1nccn1C,2%,-11%,7%,-4%,0,18%,i,0%,-2.3
CCOC(=O)C1=C(C)Nc2ccccc2N=C1NC(=O)Cc1ccc(OC)cc1,10%,4%,-3%,6%,2,8%,i,-14%,-3.7
CCOC(=O)N1CCN(C(=O)Cc2ccccc2OC)CC1,-19%,6%,11%,-1%,-8,-1%,i,-20%,0.6
CC(=O)c1ccc(S(=O)(=O)NCCc2cn3ccc(C)cc3n2)cc1,17%,5%,-2%,-10%,-8,2%,-12%,3%,-1.9
CCN(CC)CCn1c(N)c(S(=O)(=O)c2ccccc2)c2nc3ccccc3nc21,6%,-24%,2%,2%,4,u,13%,-2%,1.1
NC(=S)N/N=C1\CC(c2ccc3c(c2)OCCO3)Oc2ccc(F)cc21 (stereo not drawn),u,-17%,25%,21%,-1,3.5µM*,-11%,-3%,1.2
O=S(=O)(/N=C(\c1ccccc1F)N1CCCCC1)c1ccccc1,8%,-12%,-5%,1%,15,15%,i,-14%,-0.5
O=C(CSc1c[nH]c2ccccc12)N1CCCc2ccccc21,4%,u,-1%,-9%,3,u,-33%[inhibitor],-11%,1.9
COc1ccc(NC(=O)c2ccccc2NC(=O)c2ccccc2)cc1,13%,5%,9%,3%,1,7%,-21%,6%,1.4
Cc1ccccc1NC(=O)Cn1c(=O)n(Cc2ccccc2)c(=O)c2c(C)c(C)sc21,-3%&-12%,-10%,-2%,-8%,0,3%&-6%,1%,4%,0.5

Following part
canonical_smiles,HEK293 tox,EPAC1 antag,GLP-1R agonist,EPAC1 ag,PI5P4K alpha inh,GLP1R inv ag,PTHR1 ag,PLK1 PBD inh,IL-2 act
COc1cc(C(=O)NCCCNC(=O)c2cc(OC)c(OC)c(OC)c2)cc(OC)c1OC,2%,5%,-6%,-1%,1,26%,i,2%,1.7
CCN(CC)S(=O)(=O)c1ccc(C(=O)NCC(=O)NCCCc2ccccc2)cc1,-3%,-9%,31%,6%,1,-11%,0%,0%,0.6
COCCOC(=O)C1=C(C)Nc2cc(=O)[nH]c(=O)n2C1c1cccc([N+](=O)[O-])c1 (stereo not drawn),0%,9%,-1%,-4%,-11,36%[activator],-14%,-3%,-3.5
COc1cc(/C=N/Nc2ncc(C(F)(F)F)cc2Cl)cc(OC)c1O,u,-18%,24%,-5%,1,u,i,-9%,0.2
COc1ccc2c(c1)oc(=O)c1c3ccccc3[nH]c21,1%,-14%,-1%,6%,-9,16%,-35%[inhibitor],-11%,-0.6
CC1(C(=O)NS(=O)(=O)c2ccccc2)CCN1C(=O)c1cccc2ccccc12 (stereo not drawn),1%,-7%,-5%,-7%,0,-17%,i,1%,0.0
COc1ccc(NC(=O)C(c2ccnc3ccccc23)n2c(=O)c(-c3ccco3)nc3ccccc32)cc1 (stereo not drawn),-16%,-10%,x,8%,-24,15%,i,-7%,1.3
COc1ccc(S(=O)(=O)N(C)c2ccc(C(=O)NC3CCCC3)cc2)cc1,2%,-18%,12%,17%,-7,u,-18%,-14%,1.4
CCCC(C)NC(=O)CSCc1ccc(OC)cc1 (stereo not drawn),1%,-6%,5%,6%,9,-17%,-24%,-8%,0.0
C=CCn1c(SCC(=O)Nc2ccc3c(c2)OCO3)nnc1-c1ccccc1,10%,-27%,7%,5%,30,-8%,i,-6%,-1.8
COc1nc(C)cc(C)c1S(=O)(=O)c1ccccc1C,0%,-1%,0%,0%,5,u,i,6%,-0.1
CCOc1ccc2nc(SC3CC(=O)N(c4ccccc4)C3=O)sc2c1 (stereo not drawn),-18%,3%,-7%,4%,-13,22%,-23%[57.5 µM],-8%,-2.0
CCN(c1ccccc1)S(=O)(=O)c1cc(OC)ccc1OC,1%,10%,-7%,-2%,x,-18%,i,-1%,-3.6
c1ccc(-c2oc3ncnc(NCCCn4ccnc4)c3c2-c2ccccc2)cc1,-15%,-3%,-1%,10%,x,0%,-1%[57.5 µM],6%,-2.8
COc1ccc(CC(=O)Nc2c3c(nn2C(C)(C)C)CS(=O)C3)cc1 (stereo not drawn),-5%,-3%,9%,0%,-6,15%,i,-9%,-1.6

The list goes on:
canonical_smiles,HEK293 tox,EPAC1 antag,GLP-1R agonist,EPAC1 ag,PI5P4K alpha inh,GLP1R inv ag,PTHR1 ag,PLK1 PBD inh,IL-2 act
O=C(NC1CCCCCC1)C1CCCN(S(=O)(=O)c2cccs2)C1 (stereo not drawn),-6%,2%,-2%,8%,-2,-27%,-29%[57.5 µM],2%,0.0
CCCCc1nc2ccccc2c(NC(=O)CNC(C)(C)C)c1CCC,-26%,-4%,6%,0%,6,u,i,-11%,1.5
COc1ccc(C(C#N)N2N=C(C)CC2c2ccccc2)cc1 (stereo not drawn),3%,3%,13%,-1%,1,7%,i,-10%,0.2
O=C(Nc1cccc(S(=O)(=O)NCc2ccco2)c1)c1cc(-c2ccccc2)nc2ccccc12,u,u,2%,5%,u,u,-41%[inhibitor],-21%,-5.8
COCCn1c(SCC(=O)Nc2ccc(Br)cc2)nc2c([nH]c3ccccc32)c1=O,-8%,x,-7%,x,x,-3%,i,x,x
COc1cccc(-n2c(=O)c3sc4ccccc4c3n(CC(=O)Nc3ccccc3C)c2=O)c1,-13%,x,0%,x,x,-3%,i,x,x

Only part of the results is shown. The share of hits here may be higher or lower than overall.
